From PubChem BioAssay
SRC1 inh: SRC1 coactivator transcriptional activity inhibitors, primary screen, cell-based, luminescence. Nuclear receptor coactivator 1 (Homo sapiens), Q15788. HEK293 GAL4-SRC1 luciferase reporter. inhibition, % at 3.6 µM. actives 0.12% (n = 360,000). AID 588354, 2011;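 active = inhibition above the campaign mean plus 3 SD, with each screening campaign given its own cutoff, cut at about 60% in these data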;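 also: 0% = DMSO treated cells and 100% = gossypol at 36 µM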
TWEAK-Fn14 inh: inhibitors of TWEAK-Fn14 signaling, primary screen, luciferase reporter cells, uHTS | TWEAK-stimulated Fn14 reporter cells, luciferase luminescence, 8 h | inhibition, % at 10 µM | actives 2% (n = 360,000); in the data active = inhibition above about 50%
LRH-1 inv ag: LRH-1 (NR5A2) inverse agonists, primary screen, cell-based, luminescence, HEK293T, StAR-luciferase reporter. Nuclear receptor subfamily 5 group A member 2 (Homo sapiens), O00482. LRH-1 transfected, 24 h. inhibition, % at 3.6 µM. actives 0.13% (n = 360,000);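 active = inhibition above the mean inhibition of all tested compounds plus 3 SD, cut at about 73% in these data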;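 also: 0% = DMSO wells and 100% = reporter-only cells lacking LRH-1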
NR2F2 inh: NR2F2 transcriptional activity inhibitors, primary screen, cell-based, luciferase reporter, HEK293T, luminescence. HEK293T NGFI-A luciferase reporter. COUP transcription factor 2 (Homo sapiens), P24468. AID 686940, 2013. actives 0.7% (n = 370,000). inhibition, % at 8.6 µM;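 active = inhibition above a per-plate cutoff, mean inhibition of test wells between control levels plus 3 SD, cut at about 38% in these data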;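 also: cells cotransfected with COUP-TFII expression vector driving the NGFI-A reporter; 0% = median of COUP-TF2 test wells and 100% = reporter-only cells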
EBV LMP1 NFkB: EBV LMP1-driven NF-kappaB luciferase reporter inhibitors, primary screen, cell-based, luminescence, single point. AID 504558, 2011. actives 0.69% (n = 350,000). LMP1-induced NF-kappaB luciferase reporter cells. inhibition, % at 12.5 µM; in the data active = inhibition above about 41%;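 also: 0% = neutral control wells and 100% = reference inhibitor control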
NCOA3 inh: SRC3 coactivator transcriptional activity inhibitors, primary screen, cell-based, luminescence; HEK293 GAL4-SRC3 luciferase reporter; inhibition, % at 3.6 µM; actives 0.17% (n = 360,000);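 active = inhibition above a per-campaign cutoff, the mean of all compounds plus 3 SD, cut at about 60% in these data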;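 also: 0% = DMSO-treated cells and 100% = gossypol-treated cells at 36 µM; higher means less SRC3-driven luciferase light from the GAL4 reporter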
TROY NFkB inh: inhibitors of TROY-driven NF-kB signaling, primary screen, Q293 LMP1-TROYcd cells, NF-kB luciferase, uHTS; Q293 LMP1-TROYcd NF-kB luciferase reporter, 4 h; inhibition, % at 10 µM; actives 0.98% (n = 360,000); AID 1347056, 2019;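 active = compounds whose plate-normalised and pattern-corrected inhibition of the luciferase reporter signal at the single screening dose is 50% or more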
NOD2 RIPK2 PPI: NOD2-RIPK2 binding disruptors in cells, primary screen, fluorescence, CHO cells, BLA complementation | CCF4 ratio | actives 0.38% (n = 360,000) | Receptor-interacting serine/threonine-protein kinase 2 (Homo sapiens), O43353 | inhibition, % at 4.98 µM; in the data active = inhibition above about 21%;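 also: 0% = vehicle only and 100% = reference blocker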
TLR9-MyD88 inh: inhibitors of TLR9-MyD88 association in cells, primary screen, cell-based, CHO, BLA complementation, fluorescence; Toll-like receptor 9 (Homo sapiens) + Myeloid differentiation primary response protein …; inhibition, % at 4.98 µM; actives 0.21% (n = 340,000); CCF4 FRET ratio;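 active = inhibition above the mean over all tested compounds plus 3 SD, cut at about 21% in these data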;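 also: 0% = DMSO only wells and 100% = clavulanate BLA inhibitor control wells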
NCOA2 inhibitor: inhibition of GAL4-SRC2 driven luciferase reporter, primary screen, SRC2 inhibitor project, cell-based, luminescence; AID 651957, 2012; Nuclear receptor coactivator 2 (Homo sapiens), Q15596; inhibition, % at 9 µM; actives 0.17% (n = 370,000); HEK293 GAL4-SRC2 luciferase reporter;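 active = inhibition above the mean inhibition of all tested compounds plus 3 SD, set per campaign, cut at about 52% in these data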;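 also: 0% = DMSO treated cells and 100% = cells given Gossypol at 36 µM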
C8 TRAIL sens: viability loss with TRAIL in NB7+C8 cells, primary screen, TRAIL sensitizer project, cell-based, ATPlite luminescence. AID 624354, 2012. actives 1% (n = 360,000). inhibition (viability loss, TRAIL sensitization), % at 10 µM;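 active = compounds causing at least 50% loss of cell viability in the single-dose screen, relative to plate controls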
* hit, by the source's call; · = no result given. The list is partial; the hit share may differ from the screen's.

SMILES	SRC1 inh	TWEAK-Fn14 inh	LRH-1 inv ag	NR2F2 inh	EBV LMP1 NFkB	NCOA3 inh	TROY NFkB inh	NOD2 RIPK2 PPI	TLR9-MyD88 inh	NCOA2 inhibitor	C8 TRAIL sens
O=C1CC(c2ccc(F)cc2)CC(O)=C1C=NCCN1CCNCC1 (stereo unspecified)	-8	-11	-3	-5	1	29	14	4	0	13	-4
Cn1c(-c2ccc(Br)o2)nc2cc(Br)ccc21	-118	1	-200	-1	-42	-84	-52	-13	-1	-9	36
Cc1ccsc1CN(C)C(=O)CN1C(=O)NC2(CCCc3ccccc32)C1=O (stereo unspecified)	4	7	4	-26	-2	-10	1	-8	-1	6	9
Cc1cc(C)n(CCC(=O)N/N=C/c2cccc([N+](=O)[O-])c2)n1	-4	-4	-9	-15	-1	18	3	3	-5	9	-6
c1ccc(C2=Nc3ccccc3NC(c3ccccc3)C2)cc1 (stereo unspecified)	-97	-9	-93	-29	-14	-72	-44	-5	5	-57	5
O=C(CNC(=O)c1ccccc1F)c1ccccc1	-71	62*	-139	-43	5	-99	-13	-1	-15	-91	5
CCSc1ncc(Cl)c(C(=O)Nc2sc3c(c2C(=O)NCc2cccnc2)CCCC3)n1	-3	-62	-8	4	-1	4	6	6	8	14	-6
CC1CC(=O)C=C(O)C1C(=O)OC(C)(C)C (stereo unspecified)	-12	0	11	14	-6	18	-4	0	-13	9	8
Cc1cc(NC(=O)CSc2nc3cc(Cl)ccc3c(=O)n2C(C)C)no1	2	-16	-5	-17	12	15	2	-1	1	-17	8
COc1ccccc1OCCn1c(CO)nc2ccccc21	9	-3	-9	-5	-7	-14	6	3	0	-2	5
Cc1cccc(-c2nnc(NC(=O)c3ccco3)s2)c1	-35	-41	-9	-23	-15	-64	19	-16	-6	-13	23
COc1ccccc1C(=O)Nc1ccnn1C1CCN(Cc2csc(C(C)=O)c2)CC1	-1	-22	10	2	5	-8	22	-3	3	-11	-20
COc1cc(NC(=S)NC(=O)CC(C)C)ccc1NC(=O)c1cc2ccccc2o1	-7	-50	0	5	3	16	-11	-4	1	15	-11
CCNC(=O)CSc1nc2ccccc2c(=O)n1-c1cc(OC)ccc1OC	1	13	-14	-35	9	0	-1	0	-4	0	2
CCOC(=O)c1ccc(N2C(=O)C(C)=C(C)C2=O)cc1	-1	-15	-27	12	-1	-4	-15	1	1	-12	-5
CCOc1ccccc1NC(=S)NCCCn1ccnc1	8	-1	-5	-6	1	-2	12	0	-1	-27	2
CNS(=O)(=O)c1cccc(C(=O)OCC(=O)c2ccc(S(=O)(=O)N3CCCCC3)cc2)c1	-2	1	-1	2	-5	-8	5	-10	8	16	-13
C/C(Cn1nnc2ccccc21)=N\OC(=O)c1cc(F)c(F)cc1Cl	5	-3	2	-1	6	15	-1	-1	-3	5	0
COc1ccccc1NC(=S)N(Cc1ccc(C(=O)O)cc1)Cc1ccc(OC)c(OC)c1	-9	7	1	-9	-14	22	-18	-1	0	6	2
Cc1ccc(CNc2nc(NCc3ccccc3)nc3ccsc23)c(C)c1	-1	27	31	26	·	9	46	-4	·	11	17

Individual results from the entries so far.
Result for Cn1c(-c2ccc(Br)o2)nc2cc(Br)ccc21 under TROY NFkB inh: -52
Result for O=C1CC(c2ccc(F)cc2)CC(O)=C1C=NCCN1CCNCC1 (stereo unspecified) under TWEAK-Fn14 inh: -11

Additional structures follow:
SMILES	SRC1 inh	TWEAK-Fn14 inh	LRH-1 inv ag	NR2F2 inh	EBV LMP1 NFkB	NCOA3 inh	TROY NFkB inh	NOD2 RIPK2 PPI	TLR9-MyD88 inh	NCOA2 inhibitor	C8 TRAIL sens
Cc1cccc(-n2c(C)cc(C)c(C#N)c2=O)c1	-22	-2	8	-4	14	4	-4	0	-4	-1	-7
CC(C)N(Cc1nc(COc2ccccc2)no1)Cc1nccn1C	15	17	-3	2	3	2	7	-2	2	1	-4
O=C(COC(=O)c1cc(-c2cccs2)nn1-c1ccccc1)Nc1ccc(F)c([N+](=O)[O-])c1	5	8	2	4	-8	-9	9	-4	-6	20	14
O=C(NCCC(=O)N1CCN(c2ccccn2)CC1)c1ccc(Cl)cc1	-2	3	-7	4	-4	-2	2	-8	-8	-3	11
O=C(c1cccc([N+](=O)[O-])c1)c1ccc2c(c1)OCCOCCOCCO2	-8	1	-2	9	3	15	-3	-8	·	-32	-29
O=C(O)c1ccc2c(=O)n3c(nc2c1)/C(=C/c1cccc(O)c1)CC3	6	-4	8	22	2	5	-2	-1	6	7	-9
Nc1nnc(SCC(=O)Nc2ccc3nc(SCC(=O)Nc4ccccc4)sc3c2)s1	-35	86*	-3	19	10	-56	40	-3	1	3	28
CCO[C@H]1OC(C(=O)N2CCOCC2)=C[C@@H](C)[C@@H]1CCCO	1	8	11	-2	-2	-15	7	9	2	-27	-1
COc1ccc(S(=O)(=O)N(C)CC(=O)NC2CCCCC2)cc1OC	-13	0	-9	18	-1	12	2	-1	-2	27	5
Fc1ccccc1CN1CCC(Cc2ccccc2)CC1	-7	-10	2	-12	4	-8	15	-2	-9	1	23
COC(=O)c1c(NC(=O)CSc2ncnc3c2cnn3-c2ccccc2Cl)sc2c1CCCC2	-13	-7	-3	-1	22	-37	17	-10	-1	-4	14
C=CCn1c(SC(C)C(=O)NCC2CCCO2)nnc1-c1ccc(OC)cc1 (stereo unspecified)	-13	0	-4	-11	6	3	-9	4	-9	11	0
CC(=O)/C(=N\Nc1ccc(Cl)cc1Cl)Sc1nnc(-c2ccccc2)n1-c1ccccc1	8	-16	-19	0	3	10	-10	2	2	2	21
COc1ccc(/C=C2/SC(=S)N(CCCC(=O)Nc3ccc(O)cc3)C2=O)cc1	21	-2	32	20	6	15	-22	-5	7	31	5
O=C(Cc1ccccc1)c1c[nH]c(C(=O)C(Cl)(Cl)Cl)c1	5	38	13	18	-8	-9	24	4	-3	-2	11
CC(OC(=O)C1=NN(c2ccccc2)C(=O)CC1)C(=O)NC1CCCCC1C (stereo unspecified)	-22	17	10	6	-4	13	-8	0	-1	-3	-11
CCc1ccccc1OCC(=O)Nc1ccc2c(c1)OCCO2	-63	-2	-89	-32	-21	-59	6	-7	-10	-50	-2
COc1ccccc1-c1sc2cc3c(cc2c1C#Cc1cncn1C)OCO3	-3	-8	7	5	-16	5	5	-4	-4	14	0
Cc1nc2ccccn2c1C(=O)NNS(=O)(=O)c1ccc(C(C)(C)C)cc1	13	22	22	46*	25	13	5	-8	-7	3	19
O=C(CSc1nn(-c2ccccc2)c(=S)s1)Nc1ncccn1	3	-1	7	-1	-10	3	-6	-4	2	-11	-2
O=C(NCC1CCCO1)C(c1ccncc1)N(Cc1ccc(F)cc1)C(=O)CN1C(=O)c2ccccc2S1(=O)=O (stereo unspecified)	-9	-5	12	-2	-4	12	-11	4	-5	-27	2
CCN(CC)C(=O)CSc1ncnc2sc(C)c(C)c12	-9	11	13	-31	4	4	3	-3	1	-7	-3
O=c1c2[nH]cnc2n(-c2cccc(F)c2)c(=O)n1Cc1ccccc1	-16	8	12	9	10	-20	-3	-9	-9	7	1
O=C(CSc1nnc(Cc2cccs2)n1C1CC1)NC1CCS(=O)(=O)C1 (stereo unspecified)	-4	18	9	-1	2	3	-14	-17	2	-18	-15
Cc1cc(C(N)=O)nn1-c1c(Cl)cc(Cl)cc1Cl	10	-11	-1	-7	4	10	9	-11	-7	-2	-19
COc1ccc2oc(CS(=O)c3ccccc3)c(C(=O)O)c2c1 (stereo unspecified)	-4	-7	-7	3	-3	-21	-24	-4	-3	-5	-11
[O-]/[N+](=C\c1ccncc1)c1ccccc1	-15	-45	10	15	-6	-28	-43	6	-5	-20	-6
Cc1ccc(OCC(=O)NNC(=O)C(=O)NC(C)(C)C)cc1	13	-19	-14	-23	10	-14	-9	-6	-10	13	-2
O=[N+]([O-])c1cccc(N=NNc2cccc([N+](=O)[O-])c2)c1	-73	-25	-5	10	-43	-70	-3	14	-9	-62	1
COc1ccc(NC(=O)C23CCC(C)(C(=O)C2)C3(C)C)cc1 (stereo unspecified)	11	-3	11	2	-1	6	16	-7	-9	13	-5
CC1CCc2cc(F)ccc2N1C(=O)c1cccs1 (stereo unspecified)	-7	-13	11	9	3	12	-2	-3	4	0	-17
Cc1ccc(NC(=O)C(c2ccc(Cl)cc2Cl)N2CCCC2)cc1 (stereo unspecified)	0	2	-3	-5	11	15	-5	2	-9	12	7
O=c1cc(O)cc2n1CCC2	-9	-9	7	1	·	-17	0	-1	·	-32	-4
Nc1nc(NCc2ccccc2)nc(-c2ccccc2)n1	5	19	-19	-6	-1	-1	-20	0	-10	-19	-7
CC(C(=O)c1c[nH]c(C(=O)N=CN(C)C)c1)c1ncc(C(F)(F)F)cc1Cl (stereo unspecified)	3	-13	-9	17	-10	4	10	2	8	-55	-4
Cc1ccc(S(=O)(=O)N2CCOCC2)cc1C(=O)Nc1nc(-c2ccccn2)cs1	23	14	35	10	15	13	1	-11	0	2	7
COc1ccc(C(=O)C(C)Sc2nnc(C3CC3)n2C2CC2)cc1 (stereo unspecified)	-23	-10	-32	7	-8	-12	-9	-2	-18	-20	7
CCOc1ccc(CO/N=C/c2c(C)[nH]c(=O)[nH]c2=O)cc1	-14	-11	-14	-3	10	2	2	-2	9	-21	5
O=C(NNC(=O)C(Cl)Cl)c1cnn(-c2ccccc2)c1C(F)(F)F	-5	9	-13	13	-1	12	-6	-10	8	0	4
O=C(CSc1nnc(CNC(=O)c2cccs2)o1)Nc1ccc(Cl)cc1	4	-4	16	-23	-9	10	8	2	2	-30	-22
COc1ccc(CCCC(=O)N/N=C/c2ccc(C)cc2)cc1	-2	3	0	-3	8	-2	-8	-10	-5	-17	0
COc1ccc(C(=O)C(CN2CCCC2)c2ccccc2)cc1 (stereo unspecified)	18	36	-1	-35	-31	22	-35	9	1	44	-8
CSc1nc(C)cc(NC(N)=O)n1	-15	19	-4	2	6	11	-13	-15	-14	-4	-7
CC1(C)CC(=O)C/C(=N\NC(=O)c2cccs2)C1	5	-9	-7	-5	-2	-5	-47	4	-5	-15	5
Cc1ccc(N2C(=O)CC(N(CCc3ccccc3)C(=S)Nc3ccc(N(C)C)cc3)C2=O)cc1 (stereo unspecified)	-13	2	1	5	8	21	13	0	-14	22	11
CCCc1cc(=O)[nH]c(SCC(=O)N2CCCC2=O)n1	-11	-9	6	-13	5	-18	-14	3	8	-39	-4
